m5-HT2A agonist = mouse Htr2a agonists via beta-arrestin recruitment, primary screen, cell-based, luminescence; CHO-K1 mHTR2A beta-arrestin complementation; percent of 30 µM serotonin response; actives 0.66% (n = 360,000); AID 624169, 2012; activation, % at 7.6 µM; 5-hydroxytryptamine receptor 2A (Mus musculus), P35363;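 active = activation above a run cutoff, the mean activation of all tested compounds plus 3 SD, cut at about 14% in these data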;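 note: 0% = plate median of compound wells and 100% = 30 µM serotonin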
Target sequence (P35363 whole entry, looked up): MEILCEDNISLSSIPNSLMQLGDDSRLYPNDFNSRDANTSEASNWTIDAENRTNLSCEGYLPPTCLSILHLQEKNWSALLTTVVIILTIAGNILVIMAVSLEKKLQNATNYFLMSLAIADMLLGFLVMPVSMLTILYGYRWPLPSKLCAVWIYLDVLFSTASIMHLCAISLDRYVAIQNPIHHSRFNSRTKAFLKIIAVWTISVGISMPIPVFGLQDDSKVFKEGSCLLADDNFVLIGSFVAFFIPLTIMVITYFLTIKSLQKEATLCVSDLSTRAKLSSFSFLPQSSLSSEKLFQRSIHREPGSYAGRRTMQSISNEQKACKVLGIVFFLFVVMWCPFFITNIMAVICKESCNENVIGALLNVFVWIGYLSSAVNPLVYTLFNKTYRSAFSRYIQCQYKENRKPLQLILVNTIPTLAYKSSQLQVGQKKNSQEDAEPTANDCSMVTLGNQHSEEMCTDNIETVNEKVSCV
ABHD5-PLIN5 inh = ABHD5-PLIN5 interaction inhibitors, primary screen, cell lysate, split luciferase complementation, luminescence; Perilipin-5 (Homo sapiens) + 1-acylglycerol-3-phosphate O-acyltransferase ABHD5 (Homo …; Split G. princeps luciferase complementation, 4 h; inhibition, % at 4 µM; actives 0.78% (n = 360,000);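 active = inhibition above the mean inhibition across every tested compound plus 3 SD, cut at about 22% in these data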;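 note: 0% = DMSO only wells and the 100% control is not disclosed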
Granule exo inh = LAMP-1 surface exposure blockers, TALL-104 cells – cell-based, flow cytometry, MLPCN library, primary screen; TALL-104 LAMP-1 surface exposure; cells stimulated with thapsigargin and PMA; inhibition, % at 10 µM; actives 0.66% (n = 360,000); AID 651702, 2012;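 active = inhibition above about 55%, limit read from the data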
iPSC survival up = enhancers of single-cell hiPSC survival, primary screen, ATPlite luminescence; 100% = ROCK inhibitor wells, 0% = DMSO; actives 0.044% (n = 360,000); survival enhancement, % at 20 µM; AID 602274, 2012; in the data active = survival enhancement above about 18%;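 note: cells exposed to compounds for 16 hours before the ATP read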
N-glyco inh = increase of ERlucT glycosylation luciferase signal, primary screen, N-linked glycosylation inhibitor project, D54 ERlucT cells, luminescence, set 2; actives 0.23% (n = 360,000); D54 ERlucT glycosylation luciferase reporter, 24 h; percent of 100 nM tunicamycin response; AID 588692, 2011; reporter increase, % at 12.5 µM;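 active = mean luciferase reporter signal, scaled so untreated is 0 and the glycosylation-blocking control 100, at or above a set limit in every replicate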;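 note: luciferase carries N-glycosylation sites so blocking glycosylation raises the light; 0% = median of neutral control wells and 100% = median of 100 nM tunicamycin wells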
ABCB6 inh MLPCN = ABCB6 transporter inhibitors, primary screen, K562-ABCB6 cells, flow cytometry, MLPCN library; fluorescence ratio to DMSO, % at 10 µM; actives 0.19% (n = 360,000); K562-ABCB6 porphyrin accumulation, 1 h; active compounds read low; ATP-binding cassette sub-family B member 6 (Homo sapiens), Q9NP58; AID 602162, 2011;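 active = fluorescence ratio to DMSO below 75%, the collection mean minus 3 SD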;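 note: signal is porphyrin accumulated inside mitochondria; 100% equals median channel fluorescence of DMSO control wells; lower ratio means ABCB6 inhibition with less porphyrin fluorescence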
aDG glyco up = activators of alpha-DG glycosylation, primary screen, uHTS, Pro5-aDG cells, AlphaScreen | alpha-DG glycosylation AlphaScreen (IIH6); 0% Pro5, 100% B10-LARGE cell signal | activation, % at 10 µM | actives 0.22% (n = 360,000);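 active = activation of at least 8% versus controls, or a plate z-score of at least 8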;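 note: Pro5 are CHO cells carrying HIG-tagged alpha-DG that lacks glycosylation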
MC4R antag cAMP = MC4R antagonists of cAMP signaling, primary screen, cell-based, TR-FRET, antagonist arm of biased-ligand search; inhibition, % at 6.5 µM; MC4R-expressing cells, MTII-stimulated cAMP, LANCE TR-FRET; actives 0.48% (n = 360,000); Melanocortin receptor 4 (Homo sapiens), P32245;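 active = inhibition above its plate's cutoff, the mean of tested wells on that plate plus 3 SD, cut at about 29% in these data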;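 note: 0% = Melanotan II alone and 100% = Melanotan II plus saturating MCL0020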
Target sequence (P32245 whole entry, looked up): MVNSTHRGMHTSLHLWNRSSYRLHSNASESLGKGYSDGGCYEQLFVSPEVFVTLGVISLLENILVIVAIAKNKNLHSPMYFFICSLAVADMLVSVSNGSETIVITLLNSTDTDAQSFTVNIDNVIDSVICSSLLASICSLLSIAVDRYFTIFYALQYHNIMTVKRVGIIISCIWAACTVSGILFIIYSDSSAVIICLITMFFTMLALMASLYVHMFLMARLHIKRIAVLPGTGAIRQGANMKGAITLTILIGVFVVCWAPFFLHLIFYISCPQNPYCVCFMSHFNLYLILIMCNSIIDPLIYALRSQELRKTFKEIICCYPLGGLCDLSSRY
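Assay system: U2OS cells stably expressing human melanocortin 4 receptor (MC4R) / Dosing: 6.5 µM / Timing: compound 30 min, challenge 1 h, detection 1 h / Measured by: Eu-cAMP/anti-cAMP TR-FRET, emission 671 nm / Replicates: singlicate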
Cardio protect = cardioprotection against H2O2-induced cell death, primary screen, uHTS, H9c2 cells, ATPLite luminescence. H9c2 cardiomyocytes, H2O2 injury protection, 2 h. protection from H2O2 cell death, % at 20 µM. actives 0.63% (n = 360,000);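 active = compounds giving at least 50% protection of heart cells from peroxide-induced death in the single-dose screen, raw or plate-pattern-corrected value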;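 note: 0% = DMSO wells with peroxide and 100% = DMSO wells without peroxide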
MC4R ag barr = MC4R agonists recruiting beta-arrestin, primary screen, cell-based, luminescence, agonist arm of biased-ligand search; Melanocortin receptor 4 (Homo sapiens), P32245; U2OS MC4R beta-arrestin complementation; percent of melanotan II response, DMSO zero; activation, % at 8.9 µM; actives 0.98% (n = 360,000); AID 540308, 2011;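 active = activation above a per-plate cutoff, the mean activation of sample wells on that plate plus 3 SD, cut at about 8% in these data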
* marks the source's active call; other numbers are inactive results.

(1) Cc1cn([C@H]2C[C@H](O)[C@@H](CNCc3ccc(N4CCN(C)CC4)cc3F)O2)c(=O)[nH]c1=O
(2) CN1CCN(/C=N/c2c(C#N)cnn2C)CC1
(3) CCCCOc1ccc(-c2ncc(N)cn2)cc1
(4) Cc1[nH]nc(SCC(=O)NCC(C)C)c1[N+](=O)[O-]
(5) O=C(O)C1CC(=O)N(CCc2ccccc2)C1 (stereo not drawn)
(6) C[C@@H]1CN([C@H](C)CO)C(=O)CCCn2nncc2CO[C@H]1CN(C)C(=O)c1cc(-c2ccccc2)on1
(7) Cc1cc(O)c(C(C)C)cc1N=Nc1ccccc1C(=O)O
(8) Cc1ccnc(NC(=O)c2ccc([N+](=O)[O-])s2)c1
screen / no. | 1 | 2 | 3 | 4 | 5 | 6 | 7 | 8
m5-HT2A agonist | 2 | 0 | -1 | 3 | 0 | 5 | -5 | -7
ABHD5-PLIN5 inh | 6 | -3 | -3 | -1 | -6 | 3 | 11 | 1
Granule exo inh | -7 | -5 | -4 | -2 | 0 | -2 | 12 | -1
iPSC survival up | 8.4 | 0.3 | -0.2 | 0.4 | 0.1 | 1.6 | -0.4 | 0.0
N-glyco inh | 1 | -1 | 0 | 0 | 0 | 1 | 0 | -4
ABCB6 inh MLPCN | 108 | 89 | 102 | 97 | 89 | 106 | 98 | 103
aDG glyco up | 0.0 | -0.2 | 0.0 | 0.0 | -0.3 | -0.1 | 0.0 | 8.4*
MC4R antag cAMP | 6 | -2 | 6 | 0 | 3 | 6 | -2 | 2
Cardio protect | 0 | 2 | 1 | 10 | -6 | 4 | -7 | -8
MC4R ag barr | -0.9 | -1.6 | -0.9 | 0.1 | -3.8 | -1.1 | -3.2 | -2.8

(9) CCOc1ccccc1NC(=O)CSc1nnnn1-c1ccc(C(=O)OC)cc1
(10) Cc1ccc(C(C(=O)Nc2ccc3c(c2)OCO3)N(C)C(=O)/C=C\c2ccc3c(c2)OCO3)cc1 (stereo not drawn)
(11) CCOc1ccc(Br)cc1S(=O)(=O)NCCN(C)C
(12) CCOC(=O)N/N=C(/c1ccccc1)C1CCCCC1
(13) COc1ccc(C(=O)NNC(=O)C23CC4CC(CC(C4)C2)C3)cc1OC
(14) Cc1cccc(OCC(=O)O/N=C(\N)Cc2cccs2)c1
(15) COCCNC(=S)N(CCc1c(C)[nH]c2ccc(OC)cc12)Cc1cccnc1
(16) COc1ccccc1/C=N/Nc1cc(C)nc2ccc(C)cc12
screen / no. | 9 | 10 | 11 | 12 | 13 | 14 | 15 | 16
m5-HT2A agonist | -2 | -6 | 2 | 12 | 4 | 0 | 0 | 1
ABHD5-PLIN5 inh | 2 | -5 | -3 | 1 | -2 | 8 | 7 | -4
Granule exo inh | -2 | -4 | 0 | -3 | -6 | -2 | 12 | -7
iPSC survival up | -2.0 | -0.1 | 2.6 | 1.8 | 1.4 | -2.6 | -0.4 | 0.3
N-glyco inh | 3 | -4 | 2 | -2 | 1 | -1 | -2 | 1
ABCB6 inh MLPCN | 94 | 97 | 92 | 105 | 97 | 101 | 88 | 92
aDG glyco up | 0.0 | -0.3 | 0.0 | -0.2 | -0.2 | 0.0 | -0.1 | 0.1
MC4R antag cAMP | 9 | -2 | 2 | 6 | -1 | 0 | -1 | 19
Cardio protect | -2 | 0 | 4 | 0 | 14 | -4 | -4 | -5
MC4R ag barr | 0.7 | -2.7 | 0.1 | 2.7 | -1.2 | -0.7 | 2.6 | 0.9

(17) COc1ccc(C2NC(=O)c3n[nH]c(C)c32)c(OC)c1 (stereo not drawn)
(18) C=CCN1C(=O)C2C3CC(=O)C(c4ccccc43)C2C1=O (stereo not drawn)
(19) C/C(=N\N=C1\NC(=O)CS1)c1cccs1
(20) COc1ccc(Cc2noc(CN3CCNC(=O)CC3)n2)cc1OC
(21) CCOC(=O)C1=NN(C(=O)Nc2cccc(C(F)(F)F)c2)C2C(=O)N(c3cccc(C(F)(F)F)c3)C(=O)C12 (stereo not drawn)
(22) c1ccc(-c2noc(CC3CCCCC3)n2)cc1
(23) COc1ccc(Nc2nc(Cl)nc(Nc3ccc(OC)cc3OC)n2)c(OC)c1
(24) COc1ccccc1C(=O)NCc1ccccn1
screen / no. | 17 | 18 | 19 | 20 | 21 | 22 | 23 | 24
m5-HT2A agonist | -5 | -1 | 3 | 1 | 3 | -2 | 3 | 6
ABHD5-PLIN5 inh | -1 | 3 | 2 | -1 | 1 | -3 | 1 | -1
Granule exo inh | -2 | 20 | 2 | 0 | -1 | -2 | 1 | -2
iPSC survival up | 1.0 | -0.3 | -0.8 | 1.0 | 1.7 | -0.7 | 0.5 | -1.8
N-glyco inh | 2 | 1 | -1 | 3 | 2 | -2 | -3 | 2
ABCB6 inh MLPCN | 104 | 106 | 98 | 99 | 101 | 101 | 91 | 108
aDG glyco up | 0.4 | 0.0 | 0.0 | -0.1 | 0.0 | -0.2 | -0.1 | 0.0
MC4R antag cAMP | 4 | 18 | -5 | 10 | 12 | 25 | -41 | 19
Cardio protect | 7 | 0 | 7 | 0 | -5 | 1 | 7 | 8
MC4R ag barr | -0.4 | -1.0 | -1.9 | -0.2 | -1.7 | -1.1 | -1.2 | 2.1

(25) Cc1cccc(Nc2ccc3nonc3c2[N+](=O)[O-])c1C
(26) O=C(N/N=C/c1ccncc1)C1C2CCCCCCC21 (stereo not drawn)
(27) COc1cc2oc(=O)cc(C)c2c(OC)c1OC
(28) CCOc1ccc(Br)cc1CC(=O)O
(29) CCOc1ccc(N2Nc3n[nH]c(N)c3N2)cc1
(30) O=C(Nc1ccc(N2CCOCC2)cc1)c1cccc2c(Br)cccc12
(31) O=C(CCc1ccccc1)Nc1sc2c(c1C(=O)O)CCCC2
(32) CC(C)Nc1ncnc2c1ncn2[C@H]1CN(Cc2ccccc2)C[C@@H](CO)O1
screen / no. | 25 | 26 | 27 | 28 | 29 | 30 | 31 | 32
m5-HT2A agonist | 3 | -3 | 4 | -3 | -1 | 13 | 2 | 7
ABHD5-PLIN5 inh | 3 | -1 | 2 | 6 | -1 | 6 | -5 | 0
Granule exo inh | 5 | -2 | -4 | -1 | 4 | 12 | 6 | 6
iPSC survival up | 0.2 | -0.1 | -2.3 | 0.7 | -5.7 | 0.4 | -1.0 | -0.8
N-glyco inh | 2 | -3 | 0 | 2 | 2 | 0 | -1 | 0
ABCB6 inh MLPCN | 100 | 107 | 111 | 100 | 107 | 100 | 100 | 100
aDG glyco up | 0.1 | 0.4 | -0.2 | 0.5 | -0.1 | 0.0 | 0.1 | -0.1
MC4R antag cAMP | 12 | 21 | -7 | -3 | -13 | 2 | 17 | -5
Cardio protect | -4 | -1 | -2 | -2 | -3 | -1 | -3 | 0
MC4R ag barr | -0.5 | -0.7 | 1.7 | -0.2 | 1.0 | 1.8 | -2.9 | -1.1

(33) O=C(NCCCN1CCCC1)c1ccc2c(c1)N(Cc1cccc(Cl)c1)C(=O)c1ccccc1S2=O (stereo not drawn)
(34) Cc1cc(C)nc(/N=C(\N)C2=C(O)CC(C)(C)CC2=O)n1
(35) C=CCNC(=S)Nc1ccc(C)cc1[N+](=O)[O-]
(36) CCOc1ccccc1NC(=O)c1ccc2[nH]c(C)c(C)c2c1
(37) CC(=O)c1ccc(NC(=O)[C@@H]2CCCN2C2=NS(=O)(=O)c3ccccc32)cc1
(38) Nc1ccc(S(=O)(=O)N2CCCC2)cc1
(39) CC(C)NC(=O)CC(=O)N/N=C/c1cccs1
(40) COc1ccc(CN(C(=O)c2ccco2)c2ccccc2)cc1
screen / no. | 33 | 34 | 35 | 36 | 37 | 38 | 39 | 40
m5-HT2A agonist | -12 | -1 | 0 | 1 | 2 | -1 | -3 | 4
ABHD5-PLIN5 inh | 14 | -8 | -6 | 5 | 7 | -5 | -13 | -1
Granule exo inh | 30 | 4 | -1 | -6 | 1 | -7 | 1 | -4
iPSC survival up | 0.0 | 0.6 | -0.6 | -0.8 | 0.1 | -1.9 | -1.1 | 0.4
N-glyco inh | -8 | 1 | 2 | 0 | 1 | 4 | 3 | -2
ABCB6 inh MLPCN | 100 | 95 | 103 | 95 | 102 | 105 | 105 | 141
aDG glyco up | -0.3 | -0.1 | -0.2 | 0.2 | -0.2 | 0.0 | -0.3 | 0.4
MC4R antag cAMP | 12 | 0 | 24 | 11 | 15 | 3 | 8 | 15
Cardio protect | -9 | 7 | -3 | -1 | 10 | -1 | 0 | -11
MC4R ag barr | -0.6 | -3.0 | 1.4 | 12* | 3.6 | -1.4 | -3.7 | 0.1

(41) CCN(CC)c1ccc(C=Nc2ccc(C)cc2C)c(O)c1
(42) CCOc1ccc(OCCCC(=O)Nc2cc(Cl)ccc2-n2cncn2)cc1
(43) Cn1c(SCC(=O)Nc2nc3c(s2)CCCC3)nnc1-c1ccccc1
(44) CCNc1nc2nc3ccc(C)cn3c(=O)c2cc1C(=O)NCC1CCCO1 (stereo not drawn)
screen / no. | 41 | 42 | 43 | 44
m5-HT2A agonist | -1 | -1 | -1 | 2
ABHD5-PLIN5 inh | 1 | 1 | -4 | 2
Granule exo inh | -2 | 2 | -2 | 1
iPSC survival up | -0.5 | -3.4 | 0.8 | -0.1
N-glyco inh | 1 | 2 | 3 | 2
ABCB6 inh MLPCN | 104 | 97 | 90 | 101
aDG glyco up | 0.4 | -0.5 | -0.1 | 0.4
MC4R antag cAMP | 12 | 6 | 9 | 4
Cardio protect | 5 | 5 | 6 | 15
MC4R ag barr | 5.2 | 1.4 | 0.2 | -2.9
